NCI-60 one-dose screen, 48 h, at 10 µM unless noted. Numbers give growth in % (100 = growth as untreated, 0 = no growth, -100 = all killed).
CAKI-1 – CAKI-1 renal cancer | actives 4.7% (n = 75,000)
A498 – A498 renal cancer cells. actives 5.4% (n = 76,000)
ACHN – ACHN renal cancer | AID 1794771 | actives 4.9% (n = 81,000)
OVCAR-3 – OVCAR-3 ovarian cancer | actives 7% (n = 79,000) | AID 1794787
OVCAR-4 – OVCAR-4 ovarian cancer cells. AID 1794784. actives 3.7% (n = 80,000)
RXF 393 – RXF 393 renal cancer cells. AID 1794773. actives 6.9% (n = 77,000)
OVCAR-8 – OVCAR-8 ovarian cancer; actives 4.4% (n = 81,000); AID 1794782
OVCAR-5 – OVCAR-5 ovarian cancer; actives 2.9% (n = 82,000)
An asterisk follows results filed as active; nt = not tested or not shown; & = joins results of further samples; [ ] = another dose, or the depositor's remark. Rule for the calls: active = growth percent below 10; inactive = the rest.

Structure | CAKI-1 | A498 | ACHN | OVCAR-3 | OVCAR-4 | RXF 393 | OVCAR-8 | OVCAR-5
CCOC(=O)C(C#N)(CC)C(C)CC (stereo not drawn) | 108.8 | 98.3 | 103.5 | 112.8 | 96.3 | 102.6 | 96.1 | 107.9
CSc1nc2c(c(=O)[nH]1)N=C1c3ccccc3C(=O)C1C(c1ccc(F)cc1)N2 (stereo not drawn) | 25.8 | 88.2 | 59.1 | 21.7 | 41.2 | nt | 78.9 | 93.6
CNC(=O)C1CCC(=O)N1Cc1c[nH]c2ccccc12 (stereo not drawn) | nt | nt | 103.8 | nt | 103.3 | 107.3 | 100.3 | 110.6
O=c1c(Br)ccc(Br)cc1Br | -81.3* | 93.0 | -79.1* | -94.8* | -92.8* | -89.5* | nt | 4.5*
CC(=O)Nc1ccc(SC(Sc2ccc(NC(C)=O)cc2)c2ccccc2)cc1 | 94.0 | 99.8 | 105.8 | 108.5 | 109.1 | 108.8 | 101.9 | 104.8
COc1ccccc1OC(C)=O | 95.4 | 99.9 | 104.4 | 113.3 | 101.8 | 89.4 | 101.8 | 111.0
C=C(C)[C@@H]1CC[C@]2(C#N)CC[C@]3(C)[C@H](CC[C@@H]4[C@@](C)(CCC#N)[C@H](C(=C)C)CC[C@]43C)[C@@H]12 | 57.7 | 93.6 | 99.9 | 88.9 | 82.9 | 92.9 | 99.6 | 107.7
COCCNC(=O)c1ccc(OC2CCN(Cc3ccc(F)c(F)c3)CC2)c(Cl)c1 | 101.4 | 100.2 | 105.9 | 101.0 | nt | 116.5 | 112.5 | 112.3
COc1ccc(-c2cc(-c3cc(OC)c(OC)c(OC)c3)c(C#N)c(=O)n2CCCCCC(=O)NO)cc1 | 79.9 | 54.0 | 88.3 | 101.0 | 100.2 | 92.9 | 87.0 | 107.7
Clc1ccc(/C=C(/C2=NCCN2)n2ccc3ccccc32)cc1 | 51.9 | 99.3 | 75.2 | 85.0 | 83.1 | 71.7 | 85.9 | 80.6
CCCCCCCCC1OC(C)CC(C)(C)O1 (stereo not drawn) | 92.4 | 89.4 | 96.0 | 102.8 | 104.7 | 90.5 | 87.8 | 91.3
NC1N=C(Nc2ccc(Cl)cc2)N=CC(c2cc3cc(Br)ccc3oc2=O)=N1 (stereo not drawn) | 91.6 | nt | 93.1 | 106.2 | 96.5 | 117.2 | 89.3 | 101.9
N/C(=N\O)c1ncc(-c2ccc(C(F)(F)F)cc2)c(NC2CCCCCC2)n1 | -76.4*[100 µM] | -90.1*[100 µM] | -64.3*[100 µM] | -95.0*[100 µM] | -6.1*[100 µM] | -67.0*[100 µM] | nt | -76.5*[100 µM]
O=C(Nc1cccc(Cl)c1)C1CCCC1=Nc1cccc(Cl)c1 (stereo not drawn) | 87.4 | 95.2 | 93.9 | 151.7 | 98.3 | 105.0 | 96.5 | 98.5
CC1=Cc2c(C)ccc(C)c2CC1 | 98.2 | 74.9 | 110.9 | 100.9 | 109.0 | 107.2 | 105.1 | 106.2

Structural class: those above containing a cyano group
Structure | CAKI-1 | A498 | ACHN | OVCAR-3 | OVCAR-4 | RXF 393 | OVCAR-8 | OVCAR-5
CCOC(=O)C(C#N)(CC)C(C)CC (stereo not drawn) | 108.8 | 98.3 | 103.5 | 112.8 | 96.3 | 102.6 | 96.1 | 107.9
C=C(C)[C@@H]1CC[C@]2(C#N)CC[C@]3(C)[C@H](CC[C@@H]4[C@@](C)(CCC#N)[C@H](C(=C)C)CC[C@]43C)[C@@H]12 | 57.7 | 93.6 | 99.9 | 88.9 | 82.9 | 92.9 | 99.6 | 107.7
COc1ccc(-c2cc(-c3cc(OC)c(OC)c(OC)c3)c(C#N)c(=O)n2CCCCCC(=O)NO)cc1 | 79.9 | 54.0 | 88.3 | 101.0 | 100.2 | 92.9 | 87.0 | 107.7

The list continues:
Structure | CAKI-1 | A498 | ACHN | OVCAR-3 | OVCAR-4 | RXF 393 | OVCAR-8 | OVCAR-5
COc1ccc2cc(C(C)C(=O)Nc3ccc(C(=O)Nc4ccc(S(N)(=O)=O)cc4)cc3)ccc2c1 (stereo not drawn) | 86.9 | 91.0 | 103.4 | 106.6 | 109.0 | 123.6 | 102.7 | 115.2
COc1cccc(OC2=CC(=O)c3ccc(C)nc3C2=O)c1 | 89.2 | nt | 58.5 | 87.8 | 75.0 | 95.0 | 84.8 | 113.8
NC(CCCCO)C(=O)O (stereo not drawn) | 102.9 | 46.1 | 95.5 | 108.9 | 160.5 | 55.0 | nt | 82.8
OCCOc1ccccc1C(Cc1ccccc1)N1CCCCC1 (stereo not drawn) | 94.8 | 117.7 | 107.8 | 98.3 | 119.6 | 110.9 | 101.8 | 100.8
COc1cc2ccc(NC(C)=O)cc2cc1OC | 97.0 | 69.7 | 106.2 | 136.1 | 104.0 | 122.1 | 103.8 | 103.4
OCCc1cccc(C(F)(F)F)c1 | 101.0 | 101.2 | 95.5 | 98.4 | 114.7 | 121.4 | 98.0 | 102.7
O=C(c1ccc(Cl)cc1)c1cccc(O)c1 | 111.7 | 91.3 | 108.1 | 106.1 | 104.6 | 98.9 | 99.8 | 104.0
N#C/C(=C\c1ccc(-c2ccc(F)cc2)o1)C(=O)Nc1ncc(Cc2ccc(Cl)cc2)s1 | 93.7 | 110.6 | 112.9 | nt | 98.9 | 90.0 | 110.0 | 111.2
Cc1cc(C)c(C#N)c(Cl)n1 | 93.8 | 89.7 | 100.7 | 120.3 | 98.1 | 97.8 | 103.9 | 96.7
COc1cc2c(c(OC)c1OC)CCC(c1cccc(NC(=O)c3cccc(Br)c3)c1)O2 (stereo not drawn) | 91.5 | nt | 94.2 | 97.3 | 83.5 | 87.6 | 93.6 | 98.5
CCCCC(CC)CCC(C)OC(=O)c1ccc(Cl)cc1 (stereo not drawn) | 100.7 | 97.7 | 109.3 | 115.8 | 94.8 | 105.8 | 103.4 | 115.0
CCOC(=O)C1=C(c2ccccc2)N=c2s/c(=C/c3ccc(Br)cc3)c(=O)n2C1c1ccc(OC)cc1 (stereo not drawn) | 77.7 | nt | 98.5 | 103.2 | 90.4 | 93.5 | 100.4 | 98.5
c1cc2ccc1CNCCN1CCNCc3ccc(cc3)Oc3ccc(cc3)CNCCN(CCNCc3ccc(cc3)O2)CCNCc2ccc(cc2)Oc2ccc(cc2)CNCC1 | 47.5 | 48.0 | 84.4 | -94.6* | -77.6* | -30.8* | -7.5* | -55.1*
Cc1c(C)c(C)c(Br)c(C)c1C | 105.4 | 102.9 | 101.6 | 112.7 | 109.1 | 112.4 | 105.4 | 102.6
O=C(N=Nc1c(O)[nH]c2ccc(Br)cc12)c1ccc2nc(-c3ccccc3)[nH]c2c1 | 16.8 | -55.3* | -47.3* | -69.7* | -92.1* | -79.7* | -94.5* | -5.2*
O=C(CCc1nnc(-c2cccnc2)o1)c1nc2ccccc2[nH]1 | 99.2 | 90.6 | 101.6 | 126.0 | 102.1 | 116.9 | 101.7 | 88.0
Cc1cc(C(=O)c2ccccc2)c(C)c2c1[nH]c1ccc(Cl)cc12 | 24.7 | -11.8* | 24.8 | -51.0* | 43.5 | 18.9 | 21.9 | 43.5
Nc1cc(S(=O)(=O)O)ccc1S(=O)(=O)O | nt | 112.5 | 115.8 | 113.8 | 108.3 | 117.5 | 106.4 | 95.6
Cc1ccc(NC(=O)C(C)S)cc1 (stereo not drawn) | 115.0 | 98.8 | 96.5 | 98.5 | 101.3 | 139.6 | 104.8 | 97.2
Cc1nc2c(=O)[nH]n(C)c2nc1C | 81.0 | 91.7 | 99.4 | 112.1 | 100.4 | 113.4 | 99.6 | 95.2
O=C(Nc1ccc(NC(=O)C(Cl)(Cl)Cl)cc1)C(Cl)(Cl)Cl | 101.8 | 105.4 | 101.8 | 101.2 | 95.5 | 115.6 | 105.1 | 97.7
CC(=O)C1CC(CC(=O)O)C1(C)C (stereo not drawn) | 102.8 | 75.2&94.9 | 104.6&104.4 | 115.8&105.3 | 91.7&116.8 | 110.8 | 96.0&94.4 | 98.8&97.1
Cc1nc2sc(C(=O)Nc3ccccc3)c(N)c2cc1C(=O)c1ccc(C(F)(F)F)cc1 | 83.6 | 5.8* | 80.0 | 110.4 | 87.3 | nt | 100.7 | 97.9
O=S(=O)(NCCNc1nccc(-c2c(-c3cccc(F)c3)nc3sccn23)n1)c1ccccc1 | 39.1 | nt | 26.0 | 58.9 | 40.0 | 64.1 | 33.9 | 79.6
CC(=O)C1=C(C)NC(Cl)=NC1c1ccccc1 (stereo not drawn) | 59.6 | 63.8 | 94.0 | 105.4 | 84.6 | 69.7 | 101.5 | 87.7
CCN(CC)CCSc1ccnc(N)n1 | 91.7 | 121.3 | 104.6 | 109.7 | 112.6 | 119.6 | 105.1 | 96.2
CC(=O)Nc1c(Cl)c(Cl)c2c(c1Cl)C(=O)c1cc(Cl)ccc1-2 | nt | nt | 94.4 | 89.4 | 84.6 | 102.2 | 104.4 | 108.8
COc1ccc(-c2ccc3c(C)nc4oc(-c5ccc(OC)cc5)nc4c3n2)cc1 | 90.5 | 88.5 | 69.0 | 87.4 | 65.1 | 90.4 | 90.6 | 98.2
COc1ccc(-c2nc(SCC(=O)Nc3ccc(C(C)=O)cc3)[nH]c(=O)c2C#N)cc1 | 96.2 | 98.1 | 100.5 | 108.0 | 107.5 | 107.6 | 91.0 | 97.3
CSc1ccccc1C#C/C=C\C#Cc1ccccc1N1CCCC1=O | 70.2 | 55.3 | 57.9 | 50.9 | 59.7 | 52.9 | 74.9 | 72.2
COC(=O)C1(C2CCCCCCCCCCC2=O)NC(=S)NC(=O)C1C#N (stereo not drawn) | 93.7 | 120.3 | 109.9 | 119.1 | 109.8 | 106.0 | 111.1 | 108.8
COc1ccc2nc3ccccc3c(NCc3ccc(F)cc3)c2c1 | 7.2* | -8.2* | 5.7* | 31.2 | 13.6 | -18.9* | 19.4 | 18.1
O=C(CN(CC(=O)c1ccccc1)Cc1ccccc1)c1ccccc1 | 90.5 | 84.3 | 94.1 | 93.4 | 94.7 | 101.0 | 88.0 | 106.7
CN1c2ccccc2SC2C(c3ccccc3)=NOC21 (stereo not drawn) | 94.2 | 94.4 | 103.5 | 108.3 | 95.3 | 114.9 | 94.1 | 98.3
CCCCN(CCCC)CCOC(=O)Nc1ccccc1Cl | nt | 98.8 | nt | 106.6 | 116.3 | 87.3 | 102.5 | 105.7
CSCCC(NS(=O)(=O)Cc1ccccc1)C(=O)NNc1ccccc1 (stereo not drawn) | 56.1&67.8 | 100.7&108.0 | 41.5&74.8 | 101.7&108.4 | 77.5&95.0 | 106.6&112.2 | 77.5&97.0 | 76.5&85.8
Cc1ccc(COc2nc(C)cc(C)c2C#N)cc1 | 58.6 | 45.2 | 84.1 | 95.5 | 99.0 | 92.5 | 92.5 | 80.6
CS(=O)(=O)c1ccc(-c2nc3cc(Cl)ccc3n2CC(=O)N/N=C/c2ccc(F)cc2)cc1 | 82.8 | 85.2 | 90.8 | 93.4 | 87.9 | 77.5 | 90.6 | 83.7
NC1=NC(c2ccc(N3CCCCC3)cc2)n2c(nc3ccccc32)N1 (stereo not drawn) | 97.3 | 99.8 | 92.8 | 105.5 | 114.3 | 112.2 | 94.7 | 92.9
COc1ccc(Cc2nc3c([nH]2)c(=O)n(C)c(=O)n3C)cc1OC | 94.3 | 116.6 | 105.0 | 119.3 | nt | 108.5 | 100.1 | 103.5
C=C1C(=O)O[C@H]2[C@H]1CC/C(Cn1cc(Cn3ccc4cc(Cl)ccc43)nn1)=C\CC[C@@]1(C)O[C@@H]21 | 3.9* | 45.0 | -97.8* | -91.2* | 14.3 | -72.2* | -38.8* | 69.5
CC(O)COCC(C)OC1CC(C)CC(C)(C)C1 (stereo not drawn) | 90.3 | 79.2 | 98.7 | 112.6 | 100.8 | nt | 107.0 | 89.7
C[n+]1ccccc1/C=C/c1ccccc1 | 65.8&76.3 | 108.9&94.6 | 99.0&113.1 | 105.6&106.4 | 101.0&106.9 | 80.5&93.1 | 96.0&102.8 | 104.3&116.7
COc1ccc2nc(-c3ccc(Cl)cc3)cc(-c3nnc(SCC(=O)c4ccccc4)n3-c3ccccc3)c2c1 | nt | 101.2 | 111.1 | 97.4 | 90.6 | 110.9 | 101.6 | 96.4
N#Cc1c(NC(=O)c2ccco2)[n+]([O-])c2ccccc2[n+]1[O-] | 109.8 | 116.5 | 110.2 | 114.7 | 109.2 | 95.5 | 90.3 | 89.7

One compound at a time (already shown). Order of screens: CAKI-1, A498, ACHN, OVCAR-3, OVCAR-4, RXF 393, OVCAR-8, OVCAR-5
Listed for `COC(=O)C1(C2CCCCCCCCCCC2=O)NC(=S)NC(=O)C1C#N` (stereo not drawn) : 93.7, 120.3, 109.9, 119.1, 109.8, 106.0, 111.1, 108.8
Listed for `CN1c2ccccc2SC2C(c3ccccc3)=NOC21` (stereo not drawn) : 94.2, 94.4, 103.5, 108.3, 95.3, 114.9, 94.1, 98.3

Next section.
Structure | CAKI-1 | A498 | ACHN | OVCAR-3 | OVCAR-4 | RXF 393 | OVCAR-8 | OVCAR-5
O=[N+]([O-])c1ccc2[nH]cnc(=S)c2c1 | 84.7 | 50.4 | 92.5 | 100.4 | 91.0 | 95.6 | 93.5 | 94.1
NS(=O)(=O)N(c1cc(C(F)(F)F)cc(C(F)(F)F)c1)C1CCN(Cc2ccc(F)cc2)CC1 | 62.5 | 76.3 | 75.2 | 60.0 | 72.4 | 41.7 | 73.2 | 90.9
c1cc2c3c(ccc4c3c1CCC4)CCC2 | 95.2 | 106.5 | 99.4 | 126.1 | 101.7 | 105.4 | 100.6 | 96.2
Cc1ccc2nc(-c3nc4ccccc4[nH]3)c(Cl)cc2c1 | 87.3 | 85.9 | 88.7 | 98.0 | 92.0 | 100.5 | 97.6 | 125.7

Assay outcomes from PubChem BioAssay.
